FBW7 activator: activators of human E3 ligase FBW7. AlphaScreen FBW7–phospho-cyclin E peptide binding, activator screen. Q969H0. hit rate 0.13% among 650,000. normalized activity (activation), % at 26.1 µM; in the data active = normalized activity above about 1.9%;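 also: purified mutant Fbw7 with reduced substrate affinity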
MITF primary: inhibitors of human MITF | inhibition, % at 2.6 µM | hit rate 0.91% among 650,000 | O75030 | AlphaScreen MITF homodimerization, bead proximity signal; in the data active = inhibition above about 50%;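 also: 0% = vehicle wells with protein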
Target sequence (O75030 whole entry, looked up): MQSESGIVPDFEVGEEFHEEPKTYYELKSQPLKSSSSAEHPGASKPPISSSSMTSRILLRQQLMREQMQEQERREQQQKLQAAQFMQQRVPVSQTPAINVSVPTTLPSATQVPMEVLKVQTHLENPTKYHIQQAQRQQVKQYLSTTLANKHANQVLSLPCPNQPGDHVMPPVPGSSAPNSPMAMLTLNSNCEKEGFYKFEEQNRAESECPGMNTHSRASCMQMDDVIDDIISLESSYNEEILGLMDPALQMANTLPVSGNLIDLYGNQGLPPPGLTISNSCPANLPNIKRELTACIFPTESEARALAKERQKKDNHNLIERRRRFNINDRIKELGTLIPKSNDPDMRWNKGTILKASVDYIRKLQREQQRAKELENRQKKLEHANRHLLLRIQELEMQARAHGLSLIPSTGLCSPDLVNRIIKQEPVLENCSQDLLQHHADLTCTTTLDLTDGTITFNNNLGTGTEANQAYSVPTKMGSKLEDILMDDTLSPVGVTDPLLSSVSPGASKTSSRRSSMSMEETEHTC
TEAD-YAP block: TEAD-YAP interaction inhibition | HEK-TIYL cells, TEAD-Gal4/YAP UAS-luciferase luminescence | inhibition, % at 9.12 µM | hit rate 1.4% among 640,000 | AID 1259422; in the data active = inhibition above about 32%;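 also: 0% = median of test compound wells and 100% = reference inhibitor wells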
GPR151 activ: activates the human receptor GPR151; Q8TDV0; PathHunter beta-arrestin GPR151 cells, luminescence; activation, % at 11.2 µM; hit rate 1% among 650,000; AID 1508602; in the data active = activation above about 4.9%;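 also: 0% = median of compound wells and 100% = cells with positive control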
Target sequence (Q8TDV0 whole entry, looked up): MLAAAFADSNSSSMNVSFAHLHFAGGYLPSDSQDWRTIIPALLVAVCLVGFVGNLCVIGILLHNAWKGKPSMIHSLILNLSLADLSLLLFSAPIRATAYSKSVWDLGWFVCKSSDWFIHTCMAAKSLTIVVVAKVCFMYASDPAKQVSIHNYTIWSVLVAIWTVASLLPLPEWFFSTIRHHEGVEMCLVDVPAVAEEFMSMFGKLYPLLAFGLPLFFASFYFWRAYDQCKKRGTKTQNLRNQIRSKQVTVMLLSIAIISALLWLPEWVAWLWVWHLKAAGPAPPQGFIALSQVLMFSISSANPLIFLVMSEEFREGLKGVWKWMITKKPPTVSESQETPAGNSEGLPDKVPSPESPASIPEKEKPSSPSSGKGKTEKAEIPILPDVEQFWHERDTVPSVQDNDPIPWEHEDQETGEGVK
* hit, by the source's call. An unsorted share of the library; any-hit rate near 3.4%.

SMILES	FBW7 activator	MITF primary	TEAD-YAP block	GPR151 activ
CCCOc1ccc(N2C(=O)CC(N3CCN(CCO)CC3)C2=O)cc1 (stereo unspecified)	-0.1	-8	6	0.3
FC(F)(F)c1cccc(CNc2nc(-c3ccccc3)nc3c2ncn3-c2ccccc2)c1	0.0	-5	4	-1.0
CCN(CC)c1ccc2cc(-c3nc(-c4ccc(Cl)cc4)cs3)c(=Nc3cccc(OC)c3)oc2c1	0.0	18	-3	-0.3
CCc1c(C)sc2ncn(C3CCN(C(=O)Cn4nc(C)c(C)c4C)CC3)c(=O)c12	0.6	-10	3	4.0
CC(C)N1C(C)CC(O)N1C(=O)c1ccncc1 (stereo unspecified)	0.1	13	11	0.4
COc1ccc(OC)c(NC(=O)c2nn(-c3ccc(OC)cc3OC)c(=O)c3ccccc23)c1	0.0	14	10	8.7*
N/C(=N\OC(=O)c1ccc([N+](=O)[O-])cc1)c1ccncc1	-0.2	3	-10	-0.9
Cc1csc(NC(=O)C2c3ccccc3Oc3ccccc32)n1	-0.1	2	-1	1.2
COc1cc(OC)c(CN2CCc3nnc(C(CC(C)C)NC(C)=O)n3CC2)c(OC)c1 (stereo unspecified)	0.6	17	7	0.2
Cc1ccc(CNC(=O)CC2Nc3cc(C)c(C)cc3NC2=O)cc1 (stereo unspecified)	-0.2	-5	-8	1.5
Cc1nc2cc(-c3ccc(Cl)cc3)nn2c(NCCCN2CCOCC2)c1C	0.0	11	-13	2.2
COc1ccc(NC(=O)c2cn(C)c(=O)c3ccccc23)c(OC)c1	-0.1	-8	-4	-0.9
COc1cccc(-c2nc(SCC(=O)Nc3ccc([N+](=O)[O-])cc3)[nH]c(=O)c2C#N)c1	0.2	15	9	0.4
Cc1ccc(-c2cc(NC(=O)c3ccc(F)cc3)n[nH]2)cc1	-0.2	-1	-55	-3.2
COc1cccc(/C=N/NC(=O)COc2ccc(Br)cc2OC)c1	-0.1	-10	4	2.2
COc1ccc(-c2noc(-c3nnn(-c4ccccc4C)c3N)n2)cc1	0.1	15	-22	-0.1
CC(C)CCn1c(NCCO)nc2c1c(=O)[nH]c(=O)n2C	-0.2	-4	-1	0.2
CN(C)CCNc1ccnc2c(-c3cccc(C(F)(F)F)c3)cnn12	-0.1	8	-24	0.8
CON(C)c1nc(OCCNC(=O)COc2ccc(Cl)cc2C)nc(N(C)C)n1	-0.6	0	4	-0.6
O=C(CSc1ncn[nH]1)Nc1ncccn1	-0.1	-6	-5	-0.9
O=C(CSc1ccc(Cl)cc1)Nc1ccc(Br)cn1	0.1	-9	12	0.7
O=C1C(=O)c2ccccc2C(O)=C1c1ccc([N+](=O)[O-])cc1	-0.1	3	16	0.8
COc1ccc(NC(=O)/C=C2\SC(=O)NC2=O)cc1	0.0	-4	13	-1.2
Cc1ccc(N2C(=O)CC(N3CCCCCC3)C2=O)cc1 (stereo unspecified)	0.0	-2	-8	-1.0
CC(C)CNC(=S)Nc1ccccc1F	0.2	7	-8	2.1

In a second layout: entries from further up.
canonical_smiles: O=C(CSc1ccc(Cl)cc1)Nc1ccc(Br)cn1
  FBW7 activator: 0.1; MITF primary: -9; TEAD-YAP block: 12; GPR151 activ: 0.7
canonical_smiles: CC(C)N1C(C)CC(O)N1C(=O)c1ccncc1 (stereo unspecified)
  FBW7 activator: 0.1; MITF primary: 13; TEAD-YAP block: 11; GPR151 activ: 0.4

(further entries)
SMILES	FBW7 activator	MITF primary	TEAD-YAP block	GPR151 activ
O=C1c2cccc3cccc(c23)C(=O)N1Nc1ccc([N+](=O)[O-])cc1[N+](=O)[O-]	-0.2	-1	0	-0.5
COc1cccc(/C=N/NC(=O)Cn2cnc3c(=O)n(C)c(=O)n(C)c32)c1	-0.1	-5	5	-1.1
O=C(c1ccccc1)N1CCc2ccc(NS(=O)(=O)Cc3ccc(Cl)cc3)cc2C1	-0.1	12	3	-1.4
Cc1ccc2c(=O)c(CN3CCCC(C)C3)c(C)[nH]c2c1C (stereo unspecified)	-0.1	-3	-5	-0.4
O=[N+]([O-])c1ccc(O)c(-c2nc3ccccc3s2)c1	0.0	-5	-17	-1.9
O=C(NCc1ccccc1)C(=O)Nc1ccccn1	0.0	2	-21	1.4
Cc1[nH]ncc1C(=O)N1CCn2cc(C(F)(F)F)nc2C1	0.0	-5	-19	2.1
COc1ccccc1CCNc1nc(C)c2ccc(C)cc2n1	-0.1	3	-29	-0.3
Cn1nc(Br)c[n+]1[O-]	0.1	-1	-1	-0.9
Cc1cc(C)cc(Cn2cc(-c3ccco3)ccc2=O)c1	0.1	6	6	0.7
COc1ccc(C2CC(C(F)(F)F)n3nc(C(=O)N4CCCCC4C)c(Cl)c3N2)cc1OC (stereo unspecified)	-0.1	0	11	-0.8
COc1cccc(C(=O)Nc2nc3ncccc3cc2-c2ccccc2)c1	0.0	-17	1	-0.2
CCC(=O)N(c1ccc(OC)cc1)C1C=CS(=O)(=O)C1 (stereo unspecified)	-0.1	-6	-8	1.4
CCOCCn1cnc2sc(C(=O)Nc3ccc(Oc4ccccc4)cc3)c(C)c2c1=O	-0.1	-4	6	1.1
Cc1ccccc1-n1ncc2c(=O)n(CC(=O)Nc3ccc4c(c3)OCCO4)cnc21	-0.2	0	6	-0.8
O=C1CC(c2cc(Br)cs2)c2cc3c(cc2N1)OCO3 (stereo unspecified)	0.2	-6	16	0.9
COC(=O)c1ccccc1NC(=O)CN(C)S(=O)(=O)c1ccccc1	-0.1	11	-3	-1.5
O[C@@H]1CCN2Cc3ccccc3N=C12	0.1	7	-10	2.9
CCOC(=O)C(Sc1nc(-c2ccc(Br)cc2)cc(-c2ccccc2)c1C#N)C(=O)OCC	0.0	-3	-12	-1.5
CC1CC(=O)N(C)c2ccccc2S1 (stereo unspecified)	-0.1	-10	-5	4.8
CCC1CCC(c2ccc(C3=N/C(=C/c4ccc(F)cc4)C(=O)O3)cc2)CC1 (stereo unspecified)	0.0	-3	7	1.5
O=C(CCc1nnc(Cc2ccc3c(c2)OCO3)o1)NC(c1ccccn1)C(F)(F)F (stereo unspecified)	-0.1	17	4	-1.7
CC1=C(C(=O)Nc2ccc(C)cn2)C(c2cnc3ccccc3n2)C2=C(CCCC2=O)N1 (stereo unspecified)	0.1	8	4	0.0
COc1ccc(/C=C2/SC(N3CCC(C)CC3)=NC2=O)cc1OC	-0.3	1	-6	1.0
COc1ccc(-c2nc3cc(NC(=O)c4cccnc4)ccc3o2)cc1	0.0	-9	-47	0.0

Next compounds follow:
SMILES	FBW7 activator	MITF primary	TEAD-YAP block	GPR151 activ
Cc1ccc(-n2cnc3cc(C(=O)NCCC4=CCCCC4)ccc32)c(C)c1	0.2	5	-1	1.8
CCOC(=O)c1oc2ccc3nc(N(C)C)sc3c2c1C	0.1	1	-10	1.2
COc1nc2nonc2nc1Nc1ccc(C)cc1	-0.2	-10	-10	-1.1
O=C1c2ccccc2-c2nnc(-c3cc4ccccc4o3)cc21	-0.1	-3	-20	1.6
CCOc1ccc(N2CC(C(=O)Nc3ccccn3)CC2=O)cc1 (stereo unspecified)	0.1	-1	4	0.9
CCOc1ccc(C2=NN3C(C2)c2cc(Cl)ccc2OC3c2ccccc2OCC)cc1 (stereo unspecified)	-0.1	-2	-21	-0.2
COc1ccc2c(c1)C[C@@H](C(=O)Nc1ccc(-c3cn[nH]c3)cc1OCCN(C)C)NC2	-0.1	23	-2	0.5
Cc1cc(C)cc(C(=O)Nc2ccccc2C(N)=O)c1	0.2	7	-32	0.4
CCn1nc2c(C)cc3ccc(OC)cc3n2c1=O	0.8	7	1	0.7
O=C(O)c1ccc(Cl)c(S(=O)(=O)N2CCCCC2)c1	0.5	18	-2	0.3
COc1ccc(-c2cc3ccc(OC(C)=O)cc3oc2=O)cc1OC	-0.1	4	-13	-8.6
OCCC1CN(Cc2cc3ccccc3[nH]2)CCN1Cc1ccccc1F (stereo unspecified)	0.0	6	2	2.0
COCCn1c(=NC(=O)CSCC(=O)N2CCc3ccccc32)sc2cc(OC)ccc21	1.0	14	-1	-2.0
O=C(NCCCc1ccccc1)c1ccc(-n2cc(NC(=O)C3CCOC3)cn2)cc1 (stereo unspecified)	0.4	10	5	-0.7
Cc1ccc([N+](=O)[O-])cc1NC(=O)C(C)N1C(=O)c2ccccc2C1=O (stereo unspecified)	0.0	10	2	-0.1
O=C(c1ccc(SCCN2CCOCC2)c([N+](=O)[O-])c1)N1CCc2ccccc2C1	0.1	14	3	-0.9
COc1cccc(C(=O)NCCc2csc(-c3ccc(F)cc3)n2)c1	0.1	7	-1	-0.6
CN1CCCN(C(=O)C2CC23CCN(Cc2ccc4c(c2)OCO4)CC3)CC1 (stereo unspecified)	-0.1	-5	-5	0.2
CCOC(=O)C1CCCN(c2ncc(C(=O)OC)c3ccccc23)C1 (stereo unspecified)	1.1	1	-13	-1.2
O=C1c2ccccc2C(=O)N1CCCCSc1nnc2ccccn12	0.0	5	6	1.0
CCCOC(=O)COC(=O)c1ccccc1NC(=O)c1ccccc1	0.9	13	-1	0.2
CC1=C(C(=O)Nc2ccc(C)cc2)C(c2cccc(Cl)c2)NC(=O)N1 (stereo unspecified)	-0.1	14	5	1.2
CCC/C(O)=C1\C(=O)CC(C)(C)CC1=NCCc1c(C)[nH]c2ccc(OC)cc12	-0.2	-4	-10	-1.0
Cc1cc(C=O)c(C)n1-c1nccs1	0.2	14	-1	1.5
CCOC(=O)c1sc2nc(Cc3ccccc3)nc(Nc3ccccc3)c2c1C	0.0	0	10	-0.3

Continuation:
SMILES	FBW7 activator	MITF primary	TEAD-YAP block	GPR151 activ
N#Cc1cc(-c2ccnc(Nc3ccc(-n4cnc(-c5ccccn5)n4)cc3)n2)cc(N2CCCC(O)C2)c1 (stereo unspecified)	-0.2	9	50*	1.0
Cc1c(C)n2c(SCC(=O)N3CCCCCC3)nnc2[nH]c1=O	-0.1	10	0	-0.3
CCOc1cc(C2c3c(-c4ccccc4O)n[nH]c3C(=O)N2Cc2ccco2)ccc1O (stereo unspecified)	0.8	11	0	-0.2
CC1=C(C(=O)OC(C)C)C(c2ccc(-c3cc(Cl)ccc3Cl)o2)C(C(=O)OC(C)C)=C(C)N1	0.0	-16	3	-1.0
Cc1ccc2cccc(Sc3ccc(C(F)(F)F)cc3[N+](=O)[O-])c2n1	-0.1	4	-3	-0.7
Cc1cccc(-n2nnnc2SCc2nc(N)nc(Nc3ccccc3C)n2)c1	0.0	7	-2	0.6
C=CCNC(=O)C(C)Sc1ccc(C)cc1 (stereo unspecified)	0.1	5	15	-1.3
CC1CCCCC1NC(=O)C1CCN(S(=O)(=O)N2CCCC2)CC1 (stereo unspecified)	0.2	11	-2	-0.5
O=C1Nc2cc(F)c(F)cc2C1=O	0.3	9	11	1.7
CSc1ccc(-c2nc(-c3ccc(-c4ccccc4)cc3)c(-c3ccc(-c4ccccc4)cc3)[nH]2)cc1	0.0	-1	3	0.4
CC(=O)NC1C(Oc2ccc(C(C)(C)C)cc2)OC2COC(C)(C)OC2C1O (stereo unspecified)	-0.1	0	-2	-0.8
O=C(CC1(O)C(=O)N(Cc2ccc(Cl)cc2)c2ccccc21)c1ccc2c3c(cccc13)CC2 (stereo unspecified)	-0.1	5	-9	1.4
CCN1C(=O)C2(/C(=C(\O)c3ccccc3)C(=O)C(=O)N2CCCN(C)C)c2ccccc21 (stereo unspecified)	0.0	5	-4	-0.3
Cc1cc(C)n(CCc2nc(-c3ccc(C#N)cc3)cs2)n1	0.2	12	-26	0.2
COc1cccc(NC(=O)Nc2ccc3c(c2)N(C(=O)c2ccccc2)CCC3)c1OC	0.0	-1	0	-0.6
COc1cccc(C2CC(c3cccc(Cl)c3)n3ncnc3N2)c1 (stereo unspecified)	0.2	5	1	1.5
O=C(Nc1nc2ccc(Br)cc2s1)c1ccc(F)cc1	0.0	1	-13	1.5
COc1ccc(C(=O)N2CCN3C(=O)[C@@H](C)NC(=O)[C@H]3C2)cc1	-0.1	-9	0	0.2
Cc1ccc(NC(=O)Cn2cnc3sc(C(=O)N4CCC(C)CC4)c(C)c3c2=O)cc1Cl	-0.2	-1	-1	1.7
COc1ccc(NC(=S)N2CCC(n3cnc4ccccc43)CC2)c(OC)c1	0.2	7	9	-1.6
O=C1Nc2ccc(I)c3cccc1c23	0.1	-14	3	4.3
CCCn1c(SCC(=O)Nc2ccc(I)cc2)n[nH]c1=O	0.0	0	11	-0.2
Cc1ccc(Cl)cc1N=c1c([N+](=O)[O-])nn(-c2ccccc2)n1O	-0.1	12	11	-1.4
CCCS(=O)(=O)N1CCN(c2cccc(Cl)c2)CC1	0.1	21	-1	-0.6
CC12CCCCC1C2C(=O)N/N=C/c1ccc([N+](=O)[O-])cc1 (stereo unspecified)	0.0	-7	-8	0.1
COc1cc([N+](=O)[O-])ccc1-c1ccc(/C=C2\NC(=S)NC2=O)o1	-0.1	0	1	2.2

Copied from the entries so far, six compounds:
SMILES	FBW7 activator	MITF primary	TEAD-YAP block	GPR151 activ
O=C1Nc2ccc(I)c3cccc1c23	0.1	-14	3	4.3
CCCn1c(SCC(=O)Nc2ccc(I)cc2)n[nH]c1=O	0.0	0	11	-0.2
Cc1ccc(Cl)cc1N=c1c([N+](=O)[O-])nn(-c2ccccc2)n1O	-0.1	12	11	-1.4
CCCS(=O)(=O)N1CCN(c2cccc(Cl)c2)CC1	0.1	21	-1	-0.6
CC12CCCCC1C2C(=O)N/N=C/c1ccc([N+](=O)[O-])cc1 (stereo unspecified)	0.0	-7	-8	0.1
COc1cc([N+](=O)[O-])ccc1-c1ccc(/C=C2\NC(=S)NC2=O)o1	-0.1	0	1	2.2
